Screens from PubChem BioAssay.
Scp1 inh = blocks human Scp-1 phosphatase activity | Q9GZU7 | Recombinant Scp1, phosphopeptide, malachite green phosphate absorbance | inhibition, % at 20 µM | actives 0.88% (n = 340,000) | AID 493091;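 active = inhibition above about 50% at 20 µM, limit read from the data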;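 note: plate controls were DMSO wells with enzyme for no effect and wells lacking enzyme for full effect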
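System: SCP-1 catalytic domain; Reagent: Phospho 17-mer peptide substrate; Doses: one concentration, 20 µM, with 1.0% DMSO; Incubation: 45 min room-temperature reaction, 5 min colour, 30 min stabiliser; Signal: Phosphate-binding colour reagent, absorbance read at 630 nm.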
LMPTP inh = LMPTP (human) inhibition; actives 0.22% (n = 360,000); inhibition, % at 20 µM; recombinant LMPTP-A, OMFP fluorogenic substrate, fluorescence intensity;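 active = compounds that cut the enzyme signal by at least half of the control window in the single-dose screen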;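 note: plate controls were DMSO wells with enzyme plus substrate for no effect and substrate without enzyme for full effect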
Target sequence (P24666 whole entry, looked up): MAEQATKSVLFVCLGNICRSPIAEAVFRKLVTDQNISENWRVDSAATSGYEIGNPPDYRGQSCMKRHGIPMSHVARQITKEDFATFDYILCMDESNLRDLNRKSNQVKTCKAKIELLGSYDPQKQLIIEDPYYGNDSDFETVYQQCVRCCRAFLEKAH
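Buffer or medium: Bis-Tris pH 6.0, DTT, detergent; Assay system: LMPTP-A enzyme; Quantity: 0.625 nM enzyme; Detection: endpoint fluorescence intensity; Times: 50 min dark incubation at room temperature; Controls: substrate-only low control, DMSO enzyme-plus-substrate high control; Doses: single 20 µM dose; Read-out: percent inhibition versus substrate-only and uninhibited controls; Reagent: 400 µM OMFP.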
CSN deneddyl inh = blocks human CSN-mediated cullin deneddylation | Q92905 | Purified CSN, SCF-Nedd8-OG deneddylation, fluorescence polarization | inhibition, % at 12.5 µM | actives 0.38% (n = 360,000);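 active = pattern-corrected inhibition above about 35%, with an unprinted fluorescence ratio check between 0.5 and 1.5, limit read from the data, passing the limit was not always enough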;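 note: 0% = enzyme with substrate and 100% = substrate without enzyme; some results filed as inactive read as strong as hits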
Target sequence (Q92905 whole entry, looked up, one chain of several): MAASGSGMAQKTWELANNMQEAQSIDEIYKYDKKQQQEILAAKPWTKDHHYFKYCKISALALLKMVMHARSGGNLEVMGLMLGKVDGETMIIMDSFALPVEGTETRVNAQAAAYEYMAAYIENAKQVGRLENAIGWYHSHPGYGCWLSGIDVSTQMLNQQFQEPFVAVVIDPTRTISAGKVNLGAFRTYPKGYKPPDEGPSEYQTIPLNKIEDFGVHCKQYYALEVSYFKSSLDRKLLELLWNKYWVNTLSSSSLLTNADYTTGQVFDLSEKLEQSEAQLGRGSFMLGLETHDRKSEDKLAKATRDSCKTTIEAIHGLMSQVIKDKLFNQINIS
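Assay system: Purified human Csn5 enzyme expressed in HEK293T cells | Amount: Enzyme 0.24 nM | Measured by: Fluorescence polarization readout | Medium: Tris/NaCl/DTT buffer, pH 7.5 | Compound dosing: One concentration, 12.5 µM, 0.25% DMSO | Times: 90 min incubation of compound, enzyme and substrate at room temperature | Control set: no-enzyme wells high, enzyme-with-substrate wells low | Read-out: % inhibition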
SUMO1-SIM PPI = SUMO1-SIM interaction modulation; P63165; SUMO1 binding to a labelled peptide, TR-FRET, 1 h; inhibition, % at 20 µM; actives 0.33% (n = 360,000); in the data active = inhibition above about 37%
Target sequence (P63165 whole entry, looked up): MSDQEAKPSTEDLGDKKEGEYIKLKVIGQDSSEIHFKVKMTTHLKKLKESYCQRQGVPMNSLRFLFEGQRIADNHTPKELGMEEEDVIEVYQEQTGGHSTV
Rpn11 block = blocks the human proteasome subunit Rpn11; human 26S proteasome, Ub4-pepOG fluorescence polarization; 20S core pre-blocked with epoxomicin; calls only at 20 µM; actives 0.59% (n = 360,000); AID 588493;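 active = inhibition at 20 µM, scaled to each plate's controls, above about 33%, limit read from the data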
Target sequence (O00487 whole entry, looked up): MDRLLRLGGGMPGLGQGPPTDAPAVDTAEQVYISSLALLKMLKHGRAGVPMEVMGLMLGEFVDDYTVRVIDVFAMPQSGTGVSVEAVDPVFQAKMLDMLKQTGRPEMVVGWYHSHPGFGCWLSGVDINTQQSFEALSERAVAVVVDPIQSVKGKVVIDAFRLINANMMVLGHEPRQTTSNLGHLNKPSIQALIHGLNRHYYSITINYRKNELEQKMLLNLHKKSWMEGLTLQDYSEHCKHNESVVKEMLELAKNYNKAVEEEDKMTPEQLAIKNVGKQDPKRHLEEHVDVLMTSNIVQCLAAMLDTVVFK
TbMetRS inhib = blocks T. brucei methionyl-tRNA synthetase activity; actives 0.4% (n = 360,000); inhibition, % at 11.9 µM; purified T. brucei MetRS, ATP depletion, Kinase-Glo luminescence;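 active = inhibition above a per-plate cutoff of the control wells' mean inhibition plus 3 SD, cut at about 5.5% in these data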;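 note: 0% = DMSO wells median and 100% = median of wells with control inhibitor compound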
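Test system: purified T. brucei MetRS enzyme. Also added: ATP, methionine and E. coli bulk tRNA substrates. Compound: 11.9 µM single point. Schedule: 15 min enzyme-compound preincubation, 2 h reaction, 10 min detection, 25 °C. Signal: luciferase luminescence of residual ATP, Kinase-Glo. Evaluation: percent inhibition versus plate control medians. Controls: DMSO wells, low control.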
MLLE-PAM2 inh = blocks PAM2 peptide binding to the PABP1 MLLE domain | P11940 | GST-MLLE / FITC-PAM2 fluorescence polarization | inhibition, % at 20 µM | actives 0.36% (n = 360,000); in the data active = inhibition above about 35%, passing the limit was not always enough;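 note: plate controls were DMSO wells with GST-MLLE for no effect and wells lacking GST-MLLE protein for full effect; some results filed as inactive read as strong as hits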
STEP block = blocks human striatal-enriched tyrosine phosphatase; P54829; recombinant STEP, OMFP fluorogenic substrate, fluorescence; inhibition, % at 20 µM; actives 0.25% (n = 360,000); AID 588621;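 active = inhibition at 20 µM, scaled per plate between control wells, above about 37%, limit read from the data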;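 note: 0% = DMSO with enzyme and substrate and 100% = substrate only without enzyme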
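Assay system: isolated STEP enzyme / Timing: 20 min at room temperature, dark / Doses: 20 µM, 1% DMSO / Technique: fluorescence intensity, excitation 480 nm, emission 540 nm / Reagent: fluorogenic phosphatase substrate OMFP at 25 µM final / Measure: percent inhibition scaled to no-enzyme and uninhibited-enzyme controls, plate-pattern corrected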
NadD block = inhibitors of Staphylococcus aureus NadD | purified NadD enzyme, colorimetric absorbance read-out | inhibition, % at 20 µM | actives 0.78% (n = 360,000) | AID 602399; in the data active = inhibition above about 26%; note: some compounds past the cut are filed as inactive
DNMT1 inh = DNMT1 (human) enzyme inhibition | P26358 | DNMT1 molecular beacon, Hinp1I cleavage, fluorescence | inhibition (reported as % activation of signal), % at 10 µM | actives 0.83% (n = 360,000) | AID 588458; in the data active = inhibition above about 50%
* hit, by the source's call; i = inactive; . = not tested or not shown.

SUMO1-SIM PPI,DNMT1 inh,STEP block,LMPTP inh,Scp1 inh,CSN deneddyl inh,Rpn11 block,canonical_smiles,NadD block,MLLE-PAM2 inh,TbMetRS inhib
1,3,3,-1.4,-4,3,i,CCOC(=O)C1=C(C)C(c2ccccc2OC)NC(=S)N1 (stereo not drawn),-4,8,-0.5
-2,-3,-3,-2.7,.,2,i,COCCNC(=O)C[C@H]1C[C@H]2c3cc(NS(=O)(=O)c4ccc(F)cc4)ccc3O[C@H]2[C@H](CO)O1,-2,-2,-0.4
2,2,0,1.2,-6,-13,i,O=C1CN(C(=S)Nc2ccc(OC(F)F)cc2)CCN1,-1,-10,0.1
1,33,-2,0.1,-4,2,i,Cc1ccc(NC(=O)CN2C(=O)N/C(=C/c3ccc4c(c3)OCCO4)C2=O)cc1,-3,-6,0.0
2,-2,-4,-2.6,2,1,i,O=C(Nc1ccccc1)c1ccc(S(=O)(=O)N(CCO)CCO)cc1,2,4,-1.1
6,0,0,0.0,-1,3,i,O=C(NC1CCN(S(=O)(=O)c2ccc(F)cc2)CC1)C1CCCCC1,1,-1,-0.3
1,-1,9,2.9,-11,-4,i,CCOC(=O)c1c(C)n(C)c2cc(Br)c(OC)cc12,-9,-8,0.5
-1,-6,-3,2.0,-9,4,i,Cc1ccccc1NCC(=O)N/N=C/c1c[nH]c2ccccc12,-4,11,-0.2
-10,0,0,1.8,-3,-9,i,C(=N\Nc1nc2ccccc2[nH]1)/c1ccncc1,1,-72,1.1
12,-1,4,-1.6,-4,2,i,CCN1C(=O)/C(=C2\SC(=S)N(NC(=O)c3cccnc3)C2=O)c2ccccc21,13,25,0.5
-2,-1,6,-0.1,-7,0,i,NC(=O)CN1CCN(S(=O)(=O)c2ccc(Cl)cc2)CC1,2,-8,0.4
3,-1,-2,-1.4,-12,-4,i,COc1ccc(C(=O)N[C@H](C(=O)NCc2ccc(C)cc2)C(C)C)cc1,7,-6,-0.2
1,1,4,-0.3,-1,-3,i,O=C(CCCOc1ccc(Br)cc1)NNC(=O)c1ccncc1,1,-2,-0.3
2,0,8,-0.6,-10,-3,i,CCCCNc1c(N2CCN(C(=O)OCC)CC2)c(=O)c1=O,-2,-3,-0.3
2,3,-14,0.0,0,-5,i,Nc1nnc(Cc2ccccc2)s1,-5,7,-0.2
1,3,1,2.0,-10,2,i,Cc1cc(C(=O)COc2ccccc2[N+](=O)[O-])c(C)n1-c1cccc(S(=O)(=O)N2CCOCC2)c1,-4,-22,-0.2
1,2,-4,-3.3,-8,2,i,CC(CC(=O)NCc1ccc(F)cc1)c1ccccc1 (stereo not drawn),-2,15,-0.3
-1,2,-2,0.4,-2,-12,i,Cc1nn(CC(=O)N2N=C(C(F)F)CC2(O)C(F)F)c(C)c1[N+](=O)[O-] (stereo not drawn),-4,5,0.0
-12,1,0,-0.1,-14,0,i,NC(=O)c1cnn2c(-c3cccc(C(F)(F)F)c3)ccnc12,-5,5,-0.1
43*,37,-1,2.1,-14,8,i,Cc1ccc(S(=O)(=O)N2[C@@H](c3ccc(C(C)(C)C)cc3)C(C(=O)O)=CC[C@H]2c2ccc(Cl)c(Cl)c2)cc1,18,-8,-0.5
0,6,-2,-1.6,.,7,i,COC(=O)[C@H]1C[C@H](OC(=O)NC2CC2)[C@@]2(O)CN(S(=O)(=O)c3ccc(C)cc3)CC2[C@H]1C(=O)OC (stereo partly drawn),-1,-8,-1.0
1,-3,-1,1.4,-13,-3,i,O=C(NC(=S)Nc1c(F)cc(F)cc1Br)c1ccc2c(c1)OCCO2,0,32,-0.1
0,-8,-1,0.7,0,7,i,Cc1cccc(NC(=S)/N=C(\N)Nc2nc(C)c3ccccc3n2)c1,16,26,0.3
1,-1,0,-0.4,-15,0,i,COc1ccc(C)cc1S(=O)(=O)N(C)CC(=O)Nc1ccc2c(c1)OCO2,-4,0,-0.9

Structures from the list above that contain an NH in an aromatic ring, in the order listed:
SUMO1-SIM PPI,DNMT1 inh,STEP block,LMPTP inh,Scp1 inh,CSN deneddyl inh,Rpn11 block,canonical_smiles,NadD block,MLLE-PAM2 inh,TbMetRS inhib
-1,-6,-3,2.0,-9,4,i,Cc1ccccc1NCC(=O)N/N=C/c1c[nH]c2ccccc12,-4,11,-0.2
-10,0,0,1.8,-3,-9,i,C(=N\Nc1nc2ccccc2[nH]1)/c1ccncc1,1,-72,1.1

Other results.
SUMO1-SIM PPI,DNMT1 inh,STEP block,LMPTP inh,Scp1 inh,CSN deneddyl inh,Rpn11 block,canonical_smiles,NadD block,MLLE-PAM2 inh,TbMetRS inhib
0,4,-2,-0.1,-1,-1,i,O=C(NCCCN1CCOCC1)c1ccc2c(c1)N(Cc1c(F)cccc1Cl)C(=O)CS2,-1,-1,-0.9
3,0,-1,-0.6,-5,2,i,COc1ccc(S(=O)(=O)N2CCN(Cc3cccnc3)CC2)cc1,-4,-13,0.1
2,-7,-1,-0.4,-7,2,i,Cc1ccc(O)c(CNc2nc3ccccc3n2C)c1,-4,12,1.6
-1,1,-2,0.1,.,4,i,O=C(NNC(=O)c1cc(S(=O)(=O)N2CCOCC2)ccc1Cl)c1ccc(F)cc1,0,7,-0.1
-15,-3,5,0.3,3,3,i,Cc1ccc(C(=O)CSc2nc3ccccc3c(=O)n2N)o1,-2,25,-0.7
-1,-3,-3,1.9,-8,2,i,COc1ccccc1NC(=S)N/N=C1\CC(C)(C)Oc2ccc(O)cc21,-1,27,1.8
-2,0,3,0.5,-5,-1,i,Cc1ccc(CONC(=O)c2ccc(C)cc2)cc1,-3,-1,-0.2
-2,-1,-1,-0.3,40,-2,i,O=C(COc1ccc(Br)cc1F)Nc1nnc(C2CC2)s1,1,7,-0.2
-1,1,4,1.0,3,0,i,CC(C)c1cc(-c2n[nH]c(=S)n2Cc2ccccc2)cs1,7,-34,-0.3
-2,1,-2,-0.2,-8,-3,i,CC1(C)CC(=O)C2=C(C1)N(c1ccc(F)cc1)C(=O)CC2c1ccccc1 (stereo not drawn),0,-2,0.0
-7,-2,-1,0.5,.,-3,i,COc1ccc(NC(=O)C2CC2(Cl)Cl)cc1S(=O)(=O)N1CCCCC1 (stereo not drawn),4,-6,0.4
2,10,-4,-0.9,-3,-7,i,O=S(=O)(c1cccc(NC(=S)NCc2ccco2)c1)N1CCOCC1,-5,8,0.2
2,-3,1,-0.9,-2,-5,i,COc1ccccc1Nc1nc(N)nc(CN2CCN(c3ccccc3F)CC2)n1,-4,7,0.1
-3,-8,2,0.8,-3,-1,i,COc1ccc(-n2c(C)nc3sc4c(c3c2=O)CCC4)cc1,0,3,-0.5
2,-5,-1,-1.9,-5,6,i,CC(=O)Oc1ccc(C(=O)Nc2cccnc2)cc1,3,22,-0.8
0,-2,0,1.6,-7,1,i,c1ccc(Nc2n[nH]nc2-c2ccccc2)cc1,0,-39,-0.7
-4,-1,0,0.8,0,0,i,Cc1ccc(NC(=O)NCCCN2CCCC2=O)c(C)c1,2,-1,0.2
4,3,2,-1.6,-4,17,i,CCCCN(CC)CCNc1c(N2CCN(C(=O)OCC)CC2)c(=O)c1=O,-7,-6,-0.3
-1,3,2,3.1,-1,-4,i,COc1ccc(C(=O)NCc2cc(C)nc3ccccc23)cc1OC,-3,9,-0.3
2,0,0,1.2,-8,3,i,Cc1noc(C)c1CSCC(=O)Oc1ccc(N(C)S(=O)(=O)c2ccccc2)cc1,-10,-17,-0.3
0,1,-2,-1.9,-18,-2,i,O=C(NNC1CC(=O)N(c2ccccc2)C1=O)c1ccccc1Cl (stereo not drawn),-3,-4,0.1
2,-1,-6,1.0,-9,5,i,CCn1c2ccccc2c2cc(NC(C)=O)ccc21,2,-4,-1.1
11,6,3,0.6,-8,1,i,Cc1nn(C)c(C)c1CCC(=O)N1CCCC(N2CCN(c3ccc(F)cc3)CC2)C1 (stereo not drawn),-5,5,-0.1
0,1,-4,-0.9,-1,0,i,CCOC(=O)C1=C(c2ccccc2)NC(SC)=C(C#N)C1c1cccnc1 (stereo not drawn),-5,3,-1.1
-2,3,0,-1.6,-4,2,i,CC(NCc1cccc(S(=O)(=O)N(C)C)c1)c1ccc(F)cc1 (stereo not drawn),-3,-5,-0.3
-4,1,-2,-1.7,3,0,i,CC(C)c1ccc(OCCCCN2CCCCC2)cc1,-7,3,-1.4
-2,-7,2,0.8,-11,6,i,CCC1S/C(=C(\C#N)C(=O)NCc2ccco2)N(c2ccc(Br)cc2)C1=O (stereo not drawn),-1,3,0.3
-9,7,-2,-1.1,6,-5,i,CCOc1cc(/C=N/N2CCOCC2)ccc1OCc1ccc(C(=O)OC)o1,-5,14,-1.9
-1,-11,-1,1.0,-2,7,i,N#C/C(C(=O)Nc1ccc(Cl)cc1)=C(/S)Nc1ccccc1,20,-123,2.5
-13,-1,-1,-0.9,-7,2,i,O=C(O)C1CCN(S(=O)(=O)c2ccc(N3CCC(O)CC3)c([N+](=O)[O-])c2)CC1,5,10,0.3
-1,1,2,-0.4,-10,-1,i,O=C(CCc1ccc(S(=O)(=O)NCc2ccccc2)cc1)NCc1ccc2c(c1)OCO2,-10,3,0.7
-1,-3,0,-1.5,-1,-3,i,CCOC(=O)c1sc(=S)n(CC)c1NC(=O)c1ccccc1,2,4,0.0
-3,-1,-2,-1.0,-2,2,i,CC(C)c1ccc(CN2CCC(C(=O)NCc3cccnc3)CC2)cc1,-6,2,-0.1
-2,-23,3,3.5,-10,5,i,COc1cccc(NC(=O)COC(=O)CCCc2c[nH]c3ccccc23)c1,-12,-14,-0.1
-1,6,-2,0.5,.,2,i,CC(C)CCC(=O)Nc1cc(S(=O)(=O)N2CCOCC2)ccc1N1CCCC1,0,7,-0.2
-14,-1,1,-0.8,-13,-3,i,CC(C)CCNC(=O)CCn1nc(-c2ccc(Cl)cc2)ccc1=O,1,14,0.5
1,0,-3,-1.5,-2,1,i,O=C(NCCCC1CCCC1)C1CCC(=O)N(Cc2cccc(F)c2)C1 (stereo not drawn),-2,-6,-0.4
1,6,-4,-1.5,.,0,i,CC(=O)c1ccc(OC2(C)CCN(Cc3ccccc3OC(F)F)C2)cc1 (stereo not drawn),-6,-13,-0.5
